High-throughput results from PubChem.
T cell modulator: modulates CD8 T cell binding to vesicles | calls only at 7 µM | 2C CD8+ T cell-vesicle binding, flow cytometry; hits give low values | actives 0.068% (n = 330,000);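 active means response, share of CD8 T cells binding vesicles, and their 90th percentile fluorescence all below set limits, cut at about 80% in these data, passing the limit was not always enough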
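material = purified 2C TCR transgenic mouse naive CD8+ T cells | controls = Unloaded micro-vesicles (low), QL9 vesicles with 0.7% DMSO (high) | detection = cytometric PE anti-B7-1 and Alexa647 anti-CD8 signals after 1% paraformaldehyde fixation | incubation = binding step 1.5 h, 37 °C, antibody labelling 20 min, ice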
Myeloid diff 2: promotes myeloid progenitor differentiation | AID 624256 | ER-HoxA9 myeloid progenitors, lysozyme-GFP differentiation, flow cytometry | calls only at 10 µM | actives 1% (n = 360,000);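 active means normalized GFP-positive differentiation at or above the plate's own cutoff, the solvent-only control mean plus 3 SD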;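 further: cells exposed to compound for four days before flow analysis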
Hep lipid drop: modulators of hepatic lipid droplet formation; AML12 mouse hepatocytes, oleate lipid droplets, BODIPY imaging; actives 0.4% (n = 240,000); inhibition, % at 6.5 µM; AID 1656;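 active means lipid droplet intensity inhibited by at least 50%, with more than 500 cells counted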
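System: AML12 hepatocytes (mouse). Probe or stimulus: oleic acid at 100 µM to induce lipid droplet formation. Times: overnight treatment with compound plus oleate. Detection: Image-based BODIPY and DAPI two-channel analysis. Evaluation: percent inhibition of filter-corrected integrated lipid droplet intensity per well.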
Hep lipid drop cells 6.5 µM: second read-out of Hep lipid drop, no call of its own (marks repeat the call); cell count; measured here: cell count, cytotoxicity flag;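 cells counted across two imaged fields per well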
T cell modulator vesicle-bound %: second read-out of T cell modulator, no call of its own (marks repeat the call); double positive events, %; measured here: CD8+ vesicle-bound cell fraction;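 binding gate set so that unloaded-vesicle control wells show 10% double positive cells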
Myeloid diff 2 GFP+ MAC1+ %: also measured in Myeloid diff 2; calls as there; GFP+ MAC1+ double positive, %; measured here: differentiation confirmed by MAC1 staining
Starred values were filed as active, the others as inactive; i = inactive.

SMILES	T cell modulator	T cell modulator vesicle-bound %	Myeloid diff 2	Myeloid diff 2 GFP+ MAC1+ %	Hep lipid drop	Hep lipid drop cells 6.5 µM
O=C(c1cc(F)ccc1F)C1CCCN(Cc2cc(Cl)ccc2O)C1 (stereo not given)	i	50.7	i	0.5	-2.5	743
Cc1nc2ccc(Cl)cc2c(=O)n1-c1ccccc1Cl	i	39.7	i	0.3	-27.4	768
Cc1nc2ccccc2c(=O)n1-c1ccc(-c2ccccc2)cc1	i	45.5	i	0.5	3.0	800
CC(N)Cc1cn(Cc2ccccc2)c2ccccc12 (stereo not given)	i	7.6	i	0.9	1.9	820
COc1ccc(C(=O)C2CCCN(CCO)C2)c(C)c1 (stereo not given)	i	63.3	i	0.8	3.8	879
O=C1NC(=O)C(=Cc2ccc(-c3ccc(F)cc3O)o2)C(=O)N1	i	42.4	i	1.0	-1.6	801
O=C(c1cc2cc(F)ccc2[nH]1)N1CCC2(CC1)OCCO2	i	37.2	i	1.8	9.6	753
COc1ccc(-c2nn(CCC#N)cc2C(=O)NCc2ccccc2)cc1OC	i	64.5	i	0.0	-5.8	745
O=C(CCN1CCCCC1)Nc1ccc(Cl)cc1C(=O)c1ccccc1	i	21.7	i	0.1	-1.6	842
C#C[C@@]1(O)CCC2C3CCC4=C/C(=N/OCC(=O)NC(C(=O)NC(CC(C)C)C(=O)O)C(C)C)CC[C@]4(C)C3CC[C@@]21C (stereo not given in full)	i	30.2	i	0.0	-23.4	791

Profiles, looked up by structure. Screens in order: T cell modulator, T cell modulator vesicle-bound %, Myeloid diff 2, Myeloid diff 2 GFP+ MAC1+ %, Hep lipid drop, Hep lipid drop cells 6.5 µM
`Cc1nc2ccc(Cl)cc2c(=O)n1-c1ccccc1Cl` across the screens: i, 39.7, i, 0.3, -27.4, 768
`O=C(c1cc(F)ccc1F)C1CCCN(Cc2cc(Cl)ccc2O)C1` (stereo not given) across the screens: i, 50.7, i, 0.5, -2.5, 743

An excerpt from above in order of SMILES length, high to low:
SMILES	T cell modulator	T cell modulator vesicle-bound %	Myeloid diff 2	Myeloid diff 2 GFP+ MAC1+ %	Hep lipid drop	Hep lipid drop cells 6.5 µM
COc1ccc(-c2nn(CCC#N)cc2C(=O)NCc2ccccc2)cc1OC	i	64.5	i	0.0	-5.8	745
O=C(c1cc(F)ccc1F)C1CCCN(Cc2cc(Cl)ccc2O)C1 (stereo not given)	i	50.7	i	0.5	-2.5	743
O=C(c1cc2cc(F)ccc2[nH]1)N1CCC2(CC1)OCCO2	i	37.2	i	1.8	9.6	753
Cc1nc2ccc(Cl)cc2c(=O)n1-c1ccccc1Cl	i	39.7	i	0.3	-27.4	768

Returning to the listing, starting 3 compounds before the break.
SMILES	T cell modulator	T cell modulator vesicle-bound %	Myeloid diff 2	Myeloid diff 2 GFP+ MAC1+ %	Hep lipid drop	Hep lipid drop cells 6.5 µM
COc1ccc(-c2nn(CCC#N)cc2C(=O)NCc2ccccc2)cc1OC	i	64.5	i	0.0	-5.8	745
O=C(CCN1CCCCC1)Nc1ccc(Cl)cc1C(=O)c1ccccc1	i	21.7	i	0.1	-1.6	842
C#C[C@@]1(O)CCC2C3CCC4=C/C(=N/OCC(=O)NC(C(=O)NC(CC(C)C)C(=O)O)C(C)C)CC[C@]4(C)C3CC[C@@]21C (stereo not given in full)	i	30.2	i	0.0	-23.4	791
CCCCn1c(=O)c(C(=O)Nc2ccccc2Cl)c(O)c2ccccc21	i	20.1	i	0.8	1.2	807
CCCCCCn1c(=O)c(C(=O)Nc2cccc(C)n2)c(O)c2ccccc21	i	14.5	i	1.2	-0.8	791
CCOc1cc2c(cc1OCC)-n1cccc1C(c1ccc(C(C)C)cc1)NC2 (stereo not given)	i	40.4	i	1.1	9.4	620
O=C1NC(=O)C(Sc2ccccc2[N+](=O)[O-])C(=O)N1	i	7.4	i	0.5	27.2	828
CN(C)C(=O)Oc1ccc2c(=O)c(Oc3ccccc3Br)coc2c1	i	14.5	i	0.9	-14.2	861
CS(=O)(=O)c1ccc(C(=O)N2CCC(C(=O)O)(c3ccccc3)CC2)cc1	i	9.2	i	0.6	-14.2	754
C=C1C2[C@H](OC(C)=O)[C@@H]3CC(=O)[C@]4(C)OC[C@@]3(C)[C@@]4(O)[C@@H](OC(C)=O)[C@H](OC(C)=O)[C@@]2(COC(=O)c2ccccc2)[C@@H](OC(C)=O)C[C@@H]1O (stereo not given in full)	i	26.6	i	4.8	-1.0	809
CN1C(=O)N(C)C(=O)C2(Cc3cc([N+](=O)[O-])ccc3N3CCN(C(=O)c4ccccc4)CC32)C1=O (stereo not given)	i	31.1	i	0.1	-19.6	709
O=C(Cn1cc(C=C2C(=O)NC(=O)NC2=O)c2ccccc21)NCC1CCCO1 (stereo not given)	i	30.5	i	0.0	7.1	744
Cc1ccccc1N1CCN(Cc2ccc3c(c2)OCO3)CC1	i	48.4	i	0.4	-3.5	823
CC(C)N1CCN(Cc2c[nH]c3ccccc23)CC1CCO (stereo not given)	i	55.6	i	0.3	0.1	878
CCc1nc2ccccc2c(=O)n1-c1ccccc1OC	i	46.7	i	0.5	3.1	806
O=P1(N(CCCl)CCCl)NCCCO1 (stereo not given)	i	21.3	i	2.2	-1.9	723
CN1CCC(O)(c2cccs2)C(C(=O)c2cccs2)C1 (stereo not given)	i	57.3	i	0.5	1.1	856
Cn1cc(/C=C2\C(=O)NC(=O)N(c3ccccc3)C2=O)c2ccccc21	i	60.0	i	0.5	-3.2	773
CC(C)(C)C(=O)Nc1ccc(S(=O)(=O)N2CC3CC(C2)c2cccc(=O)n2C3)cc1 (stereo not given)	i	21.2	i	0.9	-19.4	675

An excerpt, so the mix of outcomes need not match the whole.
